MPTP block: blocks calcium-induced mitochondrial swelling. 1.4% of 360,000 active. isolated mouse mitochondria, Ca2+ swelling absorbance, 30 min. inhibition, % at 10 µM;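 active = inhibition of 50% or more, scaled per plate between neutral and stimulator controls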;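 also: 0% = DMSO wells given calcium and 100% = 1 mM EGTA wells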
hIAP inh: human IAP inhibition; P09923; purified IAP, CDP-Star luminescence, 30 min; inhibition, % at 10 µM; 0.12% of 330,000 active; AID 2544;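 active = inhibition reaching a set limit with compound at 10 µM in the primary screen, cut at about 35% in these data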;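 also: plate controls were DMSO wells with enzyme for no effect and no-enzyme buffer wells for full effect; values of inactives mirror those of a sister screen read the other way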
Target sequence (P09923 whole entry, looked up): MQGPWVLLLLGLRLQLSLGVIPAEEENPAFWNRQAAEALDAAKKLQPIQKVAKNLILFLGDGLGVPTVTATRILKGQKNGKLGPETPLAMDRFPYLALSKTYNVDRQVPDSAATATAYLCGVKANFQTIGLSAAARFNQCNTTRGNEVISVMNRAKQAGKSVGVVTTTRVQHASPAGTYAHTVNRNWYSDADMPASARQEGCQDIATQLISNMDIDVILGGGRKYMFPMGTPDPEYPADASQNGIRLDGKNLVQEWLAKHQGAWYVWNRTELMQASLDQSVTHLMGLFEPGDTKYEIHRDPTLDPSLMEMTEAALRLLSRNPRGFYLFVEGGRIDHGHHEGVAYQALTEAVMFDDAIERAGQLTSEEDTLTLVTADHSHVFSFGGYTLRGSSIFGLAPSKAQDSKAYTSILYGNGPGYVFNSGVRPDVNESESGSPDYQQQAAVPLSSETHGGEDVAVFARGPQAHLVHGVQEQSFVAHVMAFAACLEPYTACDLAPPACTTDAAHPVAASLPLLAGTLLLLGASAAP
mIAP inh: blocks mouse intestinal alkaline phosphatase | purified mouse IAP, CDP-Star luminescence, 30 min | inhibition, % at 10 µM | 0.2% of 330,000 active | AID 2806;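 active = inhibition of at least 40% at 10 µM in the primary screen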;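 also: plate controls were DMSO with enzyme for no effect and no enzyme wells for full effect; values of inactives mirror those of a sister screen read the other way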
MIN6 prolif: MIN6 beta-cell proliferation induction. MIN6 cells proliferation, ATPlite luminescence, 48 h; cells starved in 0.2% serum; 100% = growth in 10% serum. proliferation, % at 10 µM. 0.29% of 330,000 active. AID 2380;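 active = compounds whose signal lies at least 3.5 SD above the mean of all wells on their plate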;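 also: 0% = DMSO-treated cells in low-serum medium and 100% = 10% serum control; some compounds called inactive have numbers as strong as hits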
hIAP activ: human IAP activation. purified human IAP, CDP-Star luminescence, 30 min; active compounds read high; 1 = vehicle-only enzyme, 0 = enzyme-free background. 0.16% of 330,000 active. activation factor at 10 µM. P09923;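 active = activation factor of the enzyme at least 2-fold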; also: the source names both 10 and 20 µM as test concentration; values of inactives mirror those of a sister screen read the other way
APOBEC3A inh: inhibitors of human APOBEC3A DNA deaminase; P31941; recombinant A3A, FAM/TAMRA ssDNA deamination fluorescence; inhibition, % at 20 µM; 0.41% of 330,000 active; AID 493011;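 active = at least 40% inhibition at 20 µM here, with at most 30% in a related deaminase screen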;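 also: plate controls were A3A with DMSO for no effect and wells lacking A3A enzyme for full effect; some results filed as inactive read as strong as hits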
Target sequence (P31941 whole entry, looked up): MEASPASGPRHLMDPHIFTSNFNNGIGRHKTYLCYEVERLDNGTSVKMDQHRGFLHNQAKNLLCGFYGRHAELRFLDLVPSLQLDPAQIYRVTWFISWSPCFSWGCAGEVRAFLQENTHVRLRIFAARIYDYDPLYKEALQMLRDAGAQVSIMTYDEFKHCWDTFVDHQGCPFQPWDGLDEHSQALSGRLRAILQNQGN
ATG4B inhibitor: blocks human ATG4B protease cleavage of LC3 substrate; ATG4B cleavage of LC3-PLA2, NBD-HPC fluorescence, 1 h; AID 504462; inhibition, % at 8.33 µM; 0.51% of 340,000 active; Q9Y4P1; in the data active = inhibition above about 40%
mIAP activ: increases mouse intestinal alkaline phosphatase activity; muIAP, CDP-Star luminescence, 30 min; active compounds read high; 1 = vehicle-only enzyme signal, 0 = enzyme-free wells; activation factor at 10 µM; 0.24% of 330,000 active; AID 2805;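 active = activation factor of at least 2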; also: the source names both 10 and 20 µM as test concentration; values of inactives mirror those of a sister screen read the other way
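also added = chemiluminescent substrate CDP-Star | test system = mouse IAP enzyme | signal = chemiluminescence readout | compound = DMSO-dissolved test compounds | incubation = 30 min at room temperature | benchmarks = DMSO wells, no-enzyme wells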
APOBEC3G inh: APOBEC3G (human) deaminase inhibition; Q9HC16; recombinant A3G, ssDNA deamination FAM/TAMRA fluorescence; inhibition, % at 20 µM; 0.28% of 330,000 active; AID 493012;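 active = inhibition of at least 40% at 20 µM, with no more than 30% in the related APOBEC3A deaminase screen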;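 also: plate controls were DMSO wells with A3G for no effect and wells lacking A3G enzyme for full effect; some compounds called inactive have numbers as strong as hits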
* marks the source's active call; other numbers are inactive results; · = no result given.

SMILES	MPTP block	hIAP inh	mIAP inh	MIN6 prolif	hIAP activ	APOBEC3A inh	ATG4B inhibitor	mIAP activ	APOBEC3G inh
CC(C)CC(C(=O)Nc1cccc(O)c1)N1C(=O)c2ccccc2C1=O (stereo not drawn)	1.2	6.0	6.5	0.8	0.94	-7.1	-7.2	0.935	-9.0
Cc1nnc(N2CCC(C(=O)N3CCCCC3)CC2)c2nn(-c3ccc(Cl)cc3)c(C)c12	-1.0	-21.0	-6.1	-3.3	1.21	-1.3	52.8*	1.06	-3.4
COC(=O)c1ccccc1NC(=O)CN1C(=O)c2ccccc2S1(=O)=O	1.2	0.8	-6.4	1.1	0.992	1.6	-12.7	1.06	1.1
COc1cc(/C=N\NC(=O)c2ccc(-c3ccccc3)cc2)cc(OC)c1O	-1.2	-25.1	11.9	-3.8	1.25	-1.2	-26.6	0.881	-6.9
Cc1ccc(S(=O)(=O)N2CCN(C(=O)C3CC(=O)N(c4ccc5c(c4)OCCO5)C3)CC2)cc1 (stereo not drawn)	-0.9	11.3	-1.8	2.4	0.887	-0.6	-19.5	1.02	-3.3
CCCOc1ccc(CC(=O)NCC2(c3ccccc3)CCOCC2)cc1OC	-0.8	6.6	2.8	-1.3	0.934	1.1	-10.8	0.972	-2.3
CCc1cccc(C)c1NC(=S)N(CCN(C)C)Cc1cccs1	0.1	0.9	-7.4	5.2	0.991	-3.9	3.8	1.07	-1.9
Cc1ncc([N+](=O)[O-])n1CC(O)CCl (stereo not drawn)	2.9	7.8	0.0	-4.1	0.922	2.4	-0.2	1	-0.5
Cc1ccccc1C(=O)Nc1scc(-c2ccc(Br)cc2)c1C(=O)O	10.9	11.1	16.1	-3.7	0.889	-1.8	38.3	0.839	-9.6
COc1cccc(CNC(=O)CN(c2cc(C)cc(C)c2)S(=O)(=O)c2c(C)noc2C)c1	0.6	9.3	-10.5	-2.1	0.907	2.5	-2.8	1.1	0.4
COc1cccc(CN2CC(C(=O)NCCn3ccc(C)n3)CCC2=O)c1 (stereo not drawn)	-1.2	13.3	4.4	-2.3	0.867	-1.2	-3.6	0.956	3.3
CCOc1cccc(-c2nnc3sc(-c4ccco4)nn23)c1	0.6	-7.3	-7.8	5.1	1.07	2.3	0.7	1.08	0.7
CC(C)(C)OC(=O)NCCc1nnc(SCc2ccccc2)o1	1.6	22.0	-1.9	3.5	0.78	-1.3	8.9	1.02	-3.3
O=C(NC1CCCCC1)c1cc(S(=O)(=O)N2CCOCC2)ccc1Cl	0.3	-11.2	-0.2	-0.7	1.11	-1.2	2.5	1	-3.6
Cc1cccc(C)c1NC(=O)c1ccc(-c2ccc(Cl)cc2Cl)o1	-1.5	-1.1	12.2	-6.0	1.01	-18.9	7.8	0.878	-4.4
COc1cccc(NC(=O)CN(C)C(=O)COc2cc(C)ccc2Cl)c1	-1.7	-4.3	0.0	2.1	1.04	-2.4	-15.2	1	-8.1
COc1ccc(COC(=O)N/N=C(\C)CC(=O)Nc2c(C)cc(C)cc2C)cc1	1.0	-11.1	-9.6	-5.0	1.11	-0.3	-21.0	1.1	-2.4
Cc1ccc(CNC(=O)c2ccc3c(c2)NC(=O)CS3)cc1	1.4	-2.2	-3.2	5.3	1.02	-2.4	-17.4	1.03	-0.8
C/C(=N\NC(=O)c1ccc(OC2CCCC2)cc1)c1ccc(C)s1	1.8	3.0	3.0	-2.4	0.969	-2.2	6.8	0.97	-2.1
COc1ccc(NC(=O)CSc2nnnn2Cc2ccccc2)cc1	-0.5	-8.1	-16.9	1.3	1.08	6.4	-5.5	1.17	14.0
CC1CC(C)CN(C(=O)C(C)N2CCN(S(=O)(=O)c3cccs3)CC2)C1 (stereo not drawn)	-0.4	3.3	2.5	-0.7	0.967	-5.7	-56.7	0.975	-7.2
Cc1ccc(CC2C(=O)N(c3ccc(C)cc3)C(=O)C2C)cc1 (stereo not drawn)	0.0	1.5	3.2	-2.1	0.985	-2.2	-7.5	0.968	-3.9
CCOc1ccccc1/C=N/Nc1cc(C)nc2ccc(C)cc12	-0.5	-11.6	-4.3	-1.7	1.12	-4.8	-9.2	1.04	-4.0
CSc1nc2nc(-c3ccccc3)cc(C(F)(F)F)n2n1	2.0	15.0	-1.1	-2.1	0.85	-2.1	-1.7	1.01	-5.0
Cc1c(OCC(=O)NCCCN2CCOCC2)ccc2c(-c3ccccc3)cc(=O)oc12	-0.6	-7.5	-3.0	7.6	1.07	-6.4	-8.0	1.03	-6.2
Cc1ccc(C)c(S(=O)(=O)N2CCC3(CC2)OCCN3S(=O)(=O)c2cccs2)c1	-0.3	-4.1	9.6	2.9	1.04	-2.5	-2.2	0.904	-8.5
CCOC(=O)C(/C(C)=N/NC(=O)C1CC1c1ccccc1)C(C)C (stereo not drawn)	-2.0	8.8	5.3	0.0	0.912	-2.3	-8.9	0.947	-5.6
Cc1cc(C)cc(NC(=O)c2ccc(S(=O)(=O)C(F)F)cc2)c1	-2.2	-18.5	-0.6	-2.4	1.19	13.7	-8.8	1.01	4.3
CCOC(=O)c1sc2nc3c(cc2c1N)C(=O)CC(C)(C)C3	1.2	-3.4	0.0	0.8	1.03	-2.7	3.3	1	-1.9
O=C(COC(=O)COc1ccccc1[N+](=O)[O-])NC1CCCC1	2.0	20.6	-0.1	0.0	0.794	0.2	3.1	1	-5.5
CCNc1nc(NCC)nc(-n2nc(C)cc2C)n1	-0.9	40.7*	2.0	-1.6	0.593	-1.0	3.6	0.98	-4.1
OCCN(Cc1ccccc1)CC1CCCCC1	-4.7	10.3	10.3	-0.4	0.897	-0.6	9.0	0.897	-3.1
CCN(C(=O)CSc1nnc(-c2ccccc2Cl)n1C1CCCC1)C1CCS(=O)(=O)C1 (stereo not drawn)	-2.6	3.0	-5.6	-0.1	0.969	2.9	0.5	1.06	2.0
Nc1nnnn1/N=C/c1ccc(Br)cc1	3.8	1.7	-7.6	0.7	0.983	-2.0	-7.0	1.08	-2.4
Cc1cccc(C)c1OCC(O)CNC(C)C (stereo not drawn)	-2.2	-4.8	-1.4	2.7	1.05	2.1	-4.6	1.01	3.5
Nc1cccc2c1C(=O)N(C(=O)c1cccc(S(=O)(=O)N3CCCCCC3)c1)C2=O	-0.6	-4.3	-10.3	0.0	1.04	-0.1	6.3	1.1	-4.3
CCOc1ccc2nc(C)cc(C(=O)O)c2c1	1.9	-1.2	-3.3	1.9	1.01	2.6	-0.4	1.03	-4.4
N#Cc1nc(-c2ccccc2F)oc1NCCc1ccccn1	-0.2	6.0	-1.0	1.7	0.94	2.8	-4.0	1.01	3.6
COC(=O)CSc1nc2sc3c(c2c(=O)n1C1CCCCC1)CCN(C)C3	·	2.5	8.0	-0.3	0.975	-1.3	·	0.92	-1.9
Cc1ccc(C)c(S(=O)(=O)N2CCCC2CNC(=O)C(=O)NCC2CCCO2)c1 (stereo not drawn)	0.6	8.3	1.5	0.0	0.917	-3.6	-2.6	0.985	-12.0

An excerpt from above in order of SMILES length, low to high:
SMILES	MPTP block	hIAP inh	mIAP inh	MIN6 prolif	hIAP activ	APOBEC3A inh	ATG4B inhibitor	mIAP activ	APOBEC3G inh
Cc1cccc(C)c1OCC(O)CNC(C)C (stereo not drawn)	-2.2	-4.8	-1.4	2.7	1.05	2.1	-4.6	1.01	3.5
CCOc1ccc2nc(C)cc(C(=O)O)c2c1	1.9	-1.2	-3.3	1.9	1.01	2.6	-0.4	1.03	-4.4
CCNc1nc(NCC)nc(-n2nc(C)cc2C)n1	-0.9	40.7*	2.0	-1.6	0.593	-1.0	3.6	0.98	-4.1
N#Cc1nc(-c2ccccc2F)oc1NCCc1ccccn1	-0.2	6.0	-1.0	1.7	0.94	2.8	-4.0	1.01	3.6
O=C(COC(=O)COc1ccccc1[N+](=O)[O-])NC1CCCC1	2.0	20.6	-0.1	0.0	0.794	0.2	3.1	1	-5.5
COC(=O)CSc1nc2sc3c(c2c(=O)n1C1CCCCC1)CCN(C)C3	·	2.5	8.0	-0.3	0.975	-1.3	·	0.92	-1.9
Cc1ccc(C)c(S(=O)(=O)N2CCCC2CNC(=O)C(=O)NCC2CCCO2)c1 (stereo not drawn)	0.6	8.3	1.5	0.0	0.917	-3.6	-2.6	0.985	-12.0
CCN(C(=O)CSc1nnc(-c2ccccc2Cl)n1C1CCCC1)C1CCS(=O)(=O)C1 (stereo not drawn)	-2.6	3.0	-5.6	-0.1	0.969	2.9	0.5	1.06	2.0

Next section
SMILES	MPTP block	hIAP inh	mIAP inh	MIN6 prolif	hIAP activ	APOBEC3A inh	ATG4B inhibitor	mIAP activ	APOBEC3G inh
CC(Oc1ccccc1F)C(=O)NNC(=O)CCS(=O)(=O)c1ccccc1Cl (stereo not drawn)	0.4	-33.6	7.2	1.9	1.34	-0.7	7.5	0.928	-6.9
Cc1ccc(-n2c(C)cc(/C=C3\NC(=O)NC3=O)c2C)c(C)c1	16.4	-3.6	-12.5	0.0	1.04	1.7	-11.5	1.12	2.8
O=C(C1CC1)N1N=C(c2ccncc2)CC1(O)C(F)(F)F (stereo not drawn)	-0.5	-7.0	-3.6	4.0	1.07	0.9	-11.7	1.04	-3.7
CCN(CC)CCSc1nnc2c3cc(F)ccc3n(Cc3ccccc3)c2n1	-0.1	16.1	3.7	-0.4	0.839	-1.0	-1.5	0.963	-4.5
O=C(NCc1cccnc1)Nc1cccc(NC(=O)NCc2cccnc2)c1	0.9	10.0	-1.5	3.7	0.9	-3.2	-3.8	1.01	-8.2
COc1ccc(S(=O)(=O)NC(C)CCc2ccccc2)cc1 (stereo not drawn)	-0.7	-8.3	-0.1	3.6	1.08	-0.5	2.9	1	-5.0
Cc1ccccc1/C(N)=N/OC(=O)/C=C/c1ccccc1	1.5	2.5	0.3	-3.6	0.975	-0.7	3.5	0.997	1.1
CCc1nn(C(C)C(=O)N2CCN(Cc3ccccc3)CC2)c(=O)c2cc3occc3n12 (stereo not drawn)	-8.3	-6.5	-7.7	-2.3	1.06	-2.8	-5.8	1.08	-2.0
Cc1ccc(S(=O)(=O)N2CCN(CCNC(=O)C(=O)Nc3ccc(F)cc3)CC2)cc1	0.7	-3.0	7.4	0.3	1.03	-4.5	1.6	0.926	-9.7
Cc1cc(NC(=O)CSc2nnc(-c3ccccc3C)n2C)no1	0.7	-7.4	3.9	-0.5	1.07	2.1	-6.3	0.961	-2.9
O=c1c2ccccc2nc2n1CCN2Cc1ccc(Cl)cc1	3.5	-11.5	3.2	-1.9	1.11	-6.1	1.0	0.968	-8.3
CC(NS(C)(=O)=O)C(c1cccs1)N1CCN(Cc2ccccc2)CC1 (stereo not drawn)	-1.1	7.8	-5.3	-0.3	0.922	-1.7	2.8	1.05	-11.0
CN(c1ccc(-c2csc(NC(=O)C3CC(=O)N(Cc4ccco4)C3)n2)cc1)S(C)(=O)=O (stereo not drawn)	0.6	-8.9	-4.3	-2.6	1.09	7.8	-56.8	1.04	-2.9
O=C(N/N=C1\CCCc2c1[nH]c1ccc(Cl)cc21)c1ccncc1	0.8	-16.9	2.1	-5.0	1.17	-7.4	-7.8	0.979	-4.4
CN(CC(=O)NCCc1ccccc1)S(=O)(=O)c1ccc(Br)s1	-0.9	-3.8	1.8	-1.8	1.04	-2.4	4.9	0.982	-2.2
C[C@H](NC(=O)C1CCN(S(=O)(=O)c2ccccc2)CC1)C(=O)NCc1cccc(Cl)c1	-2.5	-7.4	5.5	-0.3	1.07	-0.6	-4.6	0.945	-1.1

Rows were taken by chance; any-hit rate near 3.3%.
